MsrA inh: inhibits bovine methionine sulfoxide reductase A | purified bovine MsrA, absorbance read-out | inhibition, % at 15.5 µM | 360,000 tested, 0.75% active | AID 651718; in the data active means inhibition above about 4.5%;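 further: 0% = vehicle wells with enzyme and 100% = reference inhibitor wells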
Neddyl block: inhibitors of human cullin neddylation; P61081+Q13564; calls only at 25 µM; 360,000 tested, 0.58% active; AID 651699; TR-FRET cullin neddylation, biochemical; in the data active means inhibition above about 36%
bovine MsrA act: activators of bovine methionine sulfoxide reductase A. 360,000 tested, 0.3% active. AID 602163. activation, % at 10.6 µM. purified bovine MsrA, absorbance read-out; in the data active means activation above about 7.5%;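 further: 0% = vehicle and 100% = reference activator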
FAS-TE inh: blocks the thioesterase domain of human fatty acid synthase; inhibition, % at 15 µM; 360,000 tested, 0.67% active; AID 602261; P49327; recombinant FAS-TE, OMFH fluorogenic substrate, fluorescence endpoint;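 active means compounds whose normalised, plate-corrected inhibition of enzyme fluorescence in the single-dose primary screen is 50% or more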;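 further: 0% = DMSO with enzyme and 100% = substrate without enzyme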
Tb MetRS inh: Trypanosoma brucei MetRS inhibition | purified T. brucei MetRS, ATP depletion, Kinase-Glo luminescence | inhibition, % at 11.9 µM | 360,000 tested, 0.4% active;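 active means inhibition above a per-plate cutoff of the control wells' mean inhibition plus 3 SD, cut at about 5.5% in these data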;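 further: 0% = DMSO wells median and 100% = median of wells with control inhibitor compound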
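Measured by: Kinase-Glo luciferase luminescence reporting remaining unconsumed ATP. Material: purified T. brucei MetRS enzyme. Doses: 11.9 µM compound single dose, 0.9% DMSO. Medium: HEPES buffer containing pyrophosphatase, BSA, spermine, DTT. Times: 15 min preincubation, 2 h reaction, all 25 °C. Reagent: methionine, ATP and bulk E. coli tRNA.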
Rin1-Abl PPI inh: human Rin1-Abl interaction inhibition | P00519+Q13671 | TR-FRET Rin1/Abl binding, biochemical | inhibition, % at 7.35 µM | 360,000 tested, 0.4% active | AID 588664; in the data active means inhibition above about 5%, passing the limit was not always enough
Target sequence (P00519 whole entry, looked up): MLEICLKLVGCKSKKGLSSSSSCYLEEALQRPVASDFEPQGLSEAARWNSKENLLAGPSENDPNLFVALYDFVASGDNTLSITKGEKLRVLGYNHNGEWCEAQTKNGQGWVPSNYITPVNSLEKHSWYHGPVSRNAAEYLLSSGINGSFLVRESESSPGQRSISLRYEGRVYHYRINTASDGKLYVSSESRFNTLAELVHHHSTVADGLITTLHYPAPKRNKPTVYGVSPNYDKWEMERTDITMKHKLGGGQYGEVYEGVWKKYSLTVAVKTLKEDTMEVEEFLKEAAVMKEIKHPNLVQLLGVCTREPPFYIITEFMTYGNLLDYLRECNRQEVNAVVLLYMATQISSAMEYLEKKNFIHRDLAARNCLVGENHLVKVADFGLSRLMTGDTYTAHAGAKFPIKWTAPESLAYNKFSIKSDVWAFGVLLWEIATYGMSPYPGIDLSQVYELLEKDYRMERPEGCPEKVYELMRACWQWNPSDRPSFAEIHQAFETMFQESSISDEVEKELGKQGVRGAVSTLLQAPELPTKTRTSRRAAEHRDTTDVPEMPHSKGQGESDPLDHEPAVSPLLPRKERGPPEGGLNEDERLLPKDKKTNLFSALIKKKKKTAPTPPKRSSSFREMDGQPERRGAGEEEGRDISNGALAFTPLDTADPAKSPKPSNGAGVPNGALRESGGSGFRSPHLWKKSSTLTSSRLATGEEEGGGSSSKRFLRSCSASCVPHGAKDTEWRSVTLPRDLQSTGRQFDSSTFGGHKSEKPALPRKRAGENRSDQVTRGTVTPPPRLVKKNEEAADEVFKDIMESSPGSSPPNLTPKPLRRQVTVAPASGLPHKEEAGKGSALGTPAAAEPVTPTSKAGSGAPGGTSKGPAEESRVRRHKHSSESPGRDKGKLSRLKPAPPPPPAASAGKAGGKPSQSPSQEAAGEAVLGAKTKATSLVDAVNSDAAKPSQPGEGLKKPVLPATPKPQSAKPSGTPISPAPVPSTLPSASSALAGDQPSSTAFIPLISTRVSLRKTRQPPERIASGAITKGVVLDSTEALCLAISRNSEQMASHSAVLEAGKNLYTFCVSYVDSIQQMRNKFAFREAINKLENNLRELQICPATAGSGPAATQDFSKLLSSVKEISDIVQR
Target sequence (Q13671 whole entry, looked up): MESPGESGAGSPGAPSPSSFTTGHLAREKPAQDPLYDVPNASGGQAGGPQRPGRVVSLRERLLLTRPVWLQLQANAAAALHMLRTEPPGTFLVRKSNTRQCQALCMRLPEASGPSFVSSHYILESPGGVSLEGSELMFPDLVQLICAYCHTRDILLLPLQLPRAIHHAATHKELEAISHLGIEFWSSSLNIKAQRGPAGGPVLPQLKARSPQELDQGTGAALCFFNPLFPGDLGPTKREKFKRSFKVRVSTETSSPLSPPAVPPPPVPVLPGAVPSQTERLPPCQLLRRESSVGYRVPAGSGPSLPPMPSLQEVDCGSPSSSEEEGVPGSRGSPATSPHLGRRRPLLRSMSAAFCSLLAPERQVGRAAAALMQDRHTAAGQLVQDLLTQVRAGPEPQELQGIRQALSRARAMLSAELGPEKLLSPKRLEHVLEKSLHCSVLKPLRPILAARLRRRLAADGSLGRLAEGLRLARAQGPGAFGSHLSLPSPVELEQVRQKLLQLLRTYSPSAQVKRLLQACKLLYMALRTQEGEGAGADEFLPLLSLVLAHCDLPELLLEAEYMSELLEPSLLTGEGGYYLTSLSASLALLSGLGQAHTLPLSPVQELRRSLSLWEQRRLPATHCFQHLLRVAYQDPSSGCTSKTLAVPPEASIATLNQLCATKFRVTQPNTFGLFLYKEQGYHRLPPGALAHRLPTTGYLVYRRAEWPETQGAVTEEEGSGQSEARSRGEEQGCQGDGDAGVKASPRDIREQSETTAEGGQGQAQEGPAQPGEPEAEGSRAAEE
CSN inh: inhibitors of human CSN-mediated cullin deneddylation; Purified CSN, SCF-Nedd8-OG deneddylation, fluorescence polarization; inhibition, % at 12.5 µM; 360,000 tested, 0.38% active;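 active means pattern-corrected inhibition above about 35%, with an unprinted fluorescence ratio check between 0.5 and 1.5, limit read from the data, passing the limit was not always enough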;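 further: 0% = enzyme with substrate and 100% = substrate without enzyme; some results filed as inactive read as strong as hits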
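test system = HEK293T-derived human Csn5 enzyme | amount = 0.24 nM Csn5 enzyme, final concentration | medium = Tris/NaCl/DTT buffer, pH 7.5 | schedule = 90 min reaction at room temperature | signal = FP | evaluation = inhibition of Csn5 cleavage, % | compound dosing = single dose of 12.5 µM compound with 0.25% DMSO | probe or stimulus = 10 nM SCFSkp2-Nedd8OG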
MLLE-PAM2 inh: blocks PAM2 peptide binding to the PABP1 MLLE domain | P11940 | inhibition, % at 20 µM | 360,000 tested, 0.36% active | AID 588489 | GST-MLLE / FITC-PAM2 fluorescence polarization; in the data active means inhibition above about 35%, passing the limit was not always enough;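 further: plate controls were DMSO wells with GST-MLLE for no effect and wells lacking GST-MLLE protein for full effect; some results filed as inactive read as strong as hits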
E coli Lon inh: E. coli protease La inhibition | inhibition, % at 7.94 µM | purified E. coli Lon protease, fluorescence polarization | AID 602123 | P0A9M0 | 360,000 tested, 0.42% active; in the data active means inhibition above about 13%, passing the limit was not always enough;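 further: 0% = enzyme with probe and DMSO and 100% = no enzyme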
The depositor's hits bear a star; i = inactive; x = not tested or not shown; + = active, no number.

compound,MsrA inh,Neddyl block,bovine MsrA act,FAS-TE inh,Tb MetRS inh,Rin1-Abl PPI inh,CSN inh,MLLE-PAM2 inh,E coli Lon inh
Cc1ccccc1NC(=O)CCN1CCCC1,0.9,i,2,-7,-0.6,0,4,-3,-7
Cc1ccc(NC(=O)CN(C)C(=O)COC(=O)c2nc3nccc(C)n3n2)cc1,-0.8,i,-6,-6,-0.3,1,-1,-14,-3
Cc1ccc(CNC(=O)c2ccc(Cl)c(S(=O)(=O)N3CCCCC3)c2)cc1,-0.1,i,-2,19,-0.5,-2,-1,10,-8
NCc1csc(Nc2ccc(C(=O)c3ccccc3)cc2)n1,1.9,i,-3,-15,-0.1,-3,2,-45,-1
COc1ccc(OC)c2c1sc(=NC(=O)C(C)C)n2C,1.1,i,0,17,-0.5,4,-3,6,2
Cc1ccc(N(C(=O)c2ccncc2)C2C=CS(=O)(=O)C2)cc1 (centres undefined),1.3,i,-3,-5,-0.2,1,-8,3,-3
COc1ccc(N(CCC#N)S(=O)(=O)c2ccc(Cl)cc2)cc1,0.2,i,0,5,-0.1,3,-5,-6,-2
CN1C(=O)C(C)(C)c2cc(S(=O)(=O)NCC3CCC(C(=O)NCc4ccccc4)CC3)ccc21 (centres undefined),-0.5,i,-1,-18,0.4,-2,2,0,-4
COc1ccccc1-c1noc2c1C(=O)N(Cc1cn(-c3ccccc3)nn1)CC2,1.1,i,0,-4,-0.1,3,0,5,0
COc1ccc(C2=Nc3ccccc3N(C(=O)c3ccc4c(c3)OCO4)C2C(=O)Nc2c(C)cccc2C)cc1 (centres undefined),3.7,i,x,x,-0.3,x,8,x,x
O=C(O)/C=C/C(=O)NC1CC1,1.6,i,-3,-5,-0.1,-2,-2,-4,-4
Cc1ccc(C(=O)N/C(=C\c2cn(C)c3ccccc23)C(=O)NCCCN2CCOCC2)cc1,3.3,i,-7,-1,-0.2,0,-5,-12,-1
O=C(NC(=S)NNC(=O)c1ccccc1O)c1cccs1,2.2,i,-4,-1,-0.7,0,2,14,2
O=C(NN=C1c2ccccc2-c2ccccc21)c1ccccn1,x,i,-1,14,-0.2,-4,-3,13,7
CCOC(=O)CSc1nc(N)nc(C)c1Cl,-0.7,i,-4,-4,0.1,2,-2,11,-4
COc1ccc(-c2nn(-c3ccccc3)cc2C2CC(c3cccs3)=NN2C(=O)CCC(=O)O)cc1 (centres undefined),0.1,+,-1,3,-0.4,2,3,1,9
COc1ccc(NC(=O)CN(C)S(=O)(=O)c2ccc3c(c2)CC(C)N3C(C)=O)c(OC)c1 (centres undefined),-0.2,i,-4,0,0.0,-1,0,2,-11
Cn1c(=O)[nH]c(=O)c2c1nc(OC(=O)c1ccccc1)n2CC(O)COc1ccccc1 (centres undefined),-0.1,i,2,-4,0.2,0,-2,9,-6
CC(C)n1c(=O)c2c(O)cc(=O)oc2c2ccccc21,1.3,i,-4,-10,0.8,-5,10,-58,-11
O=C(OCc1nnc(-c2ccc(Br)cc2)o1)c1ccco1,-0.4,i,-1,-3,-0.3,3,4,4,3
COCCNC(=O)Nc1ccc2c(c1)N(C)C(=O)CS2,0.4,i,-2,-7,0.6,0,0,3,5
CCOC(=O)C1(S(=O)(=O)c2ccc(Cl)cc2)CCN(Cc2ccccc2)CC1,-0.5,i,1,16,0.1,-3,3,2,2
O=C(NCCCc1ccncc1)C1CCC(=O)N(CCc2cccc(F)c2)C1 (centres undefined),2.0,i,-2,-6,-0.3,1,1,0,13
CC1(C)CC(=O)C2=C(C1)N=C1SCCC(=O)N1C2c1ccccc1 (centres undefined),2.6,i,-4,-2,-0.5,1,3,32,-5
COc1cc2c(C)nc3c(c(C)nn3-c3ccccc3)c2cc1OC,0.2,i,-3,3,0.6,-4,1,10,-2

Look-ups from the list:
E coli Lon inh, `COc1ccc(NC(=O)CN(C)S(=O)(=O)c2ccc3c(c2)CC(C)N3C(C)=O)c(OC)c1` (centres undefined) = -11
MLLE-PAM2 inh, `CN1C(=O)C(C)(C)c2cc(S(=O)(=O)NCC3CCC(C(=O)NCc4ccccc4)CC3)ccc21` (centres undefined) = 0
MsrA inh, `CCOC(=O)CSc1nc(N)nc(C)c1Cl` = -0.7
Rin1-Abl PPI inh, `CC(C)n1c(=O)c2c(O)cc(=O)oc2c2ccccc21` = -5
CSN inh, `Cc1ccc(CNC(=O)c2ccc(Cl)c(S(=O)(=O)N3CCCCC3)c2)cc1` = -1
Tb MetRS inh, `O=C(OCc1nnc(-c2ccc(Br)cc2)o1)c1ccco1` = -0.3

6 of the entries above in order of the MLLE-PAM2 inh value, largest number first.
SMILES	MLLE-PAM2 inh
COc1ccccc1-c1noc2c1C(=O)N(Cc1cn(-c3ccccc3)nn1)CC2	5
O=C(OCc1nnc(-c2ccc(Br)cc2)o1)c1ccco1	4
Cc1ccc(N(C(=O)c2ccncc2)C2C=CS(=O)(=O)C2)cc1 (centres undefined)	3
O=C(NCCCc1ccncc1)C1CCC(=O)N(CCc2cccc(F)c2)C1 (centres undefined)	0
O=C(O)/C=C/C(=O)NC1CC1	-4
NCc1csc(Nc2ccc(C(=O)c3ccccc3)cc2)n1	-45

The listing continues.
compound,MsrA inh,Neddyl block,bovine MsrA act,FAS-TE inh,Tb MetRS inh,Rin1-Abl PPI inh,CSN inh,MLLE-PAM2 inh,E coli Lon inh
O=C(Nc1ccc(C(=O)N2CCCCC2)cc1)c1ccccc1,-1.0,i,-1,-10,-0.7,-1,0,-8,-2
CC(CNC(=O)c1cccs1)c1ccc([N+](=O)[O-])cc1 (centres undefined),-0.3,i,-6,-1,-0.9,1,4,-6,-5
CCCC(=O)Nc1ccc(NC(=O)c2ccccc2Cl)nc1,0.7,i,3,-6,-0.4,0,-4,-2,1
Cc1cc(C)nc(Sc2nc(C)nc3c2oc2ccccc23)n1,0.2,i,-5,-5,-0.6,-3,3,-3,1
Cc1ccsc1C(=O)Nc1ccc2c(c1)OCCO2,0.1,i,-14,-13,-2.6,1,-14,7,0
CCOc1ccc2[nH]c3nc(SCC(=O)OC(C)C)nnc3c2c1,-0.1,i,-4,-20,-0.8,3,7,-15,-14
O=C(Cn1nnc(-c2ccccc2)n1)OC1CCOC1=O (centres undefined),-1.7,i,-9,-10,-0.3,1,-3,-7,-8
CSc1nnc(CNS(=O)(=O)c2ccc(F)cc2)n1C,-0.6,i,-4,-8,-0.5,1,0,-9,0
COc1ccc(Cl)cc1-c1nc(SCC(=O)NC2CCS(=O)(=O)C2)n[nH]1 (centres undefined),1.5,i,-4,-4,-0.2,1,0,-31,-3
CCSc1nc(-c2ccccc2)nc2c1CCCC2,-0.2,i,4,19,0.3,3,-18,3,0
O=C(NNC1CC(=O)N(c2cccc(Cl)c2)C1=O)c1cccnc1 (centres undefined),0.4,i,-5,-7,-0.8,0,-2,9,3
CC12CCC(C(=O)N3CCC(Cc4ccccc4)CC3)(C(=O)C1=O)C2(C)C (centres undefined),1.3,i,-1,29,-0.4,-3,2,6,5
O=C(COC(=O)CNC(=O)c1ccc(Cl)cc1)Nc1cccc(S(=O)(=O)N2CCCC2)c1,1.6,i,0,-1,-0.5,-3,-1,-3,10
CC(C)c1ccc(S(=O)(=O)N2CCN(C(=O)C3CCCC3)CC2)cc1,0.3,i,-1,16,-0.9,-1,0,-26,-5
Cc1c(-c2ccccc2)[n+](=O)c2c(n1[O-])CCCCC2,0.6,i,-2,-8,0.1,-2,-1,-9,-6
S=C(N/N=C/c1ccccc1Cl)Nc1ccccc1,3.0,i,-12,12,-1.4,-1,0,19,0
CC(C)C12CN3CC(C(C)C)(CN(C1)C3c1ccc([N+](=O)[O-])o1)C2=O (centres undefined),1.0,i,-3,-5,-0.7,-2,-1,-10,-2
Cc1ccccc1N1CCN(CCCOc2ccc3c(C)cc(=O)oc3c2)CC1,1.5,x,-3,21,-1.1,-9,-1,-20,-4
O=C(NCCNCc1ccccc1)c1ccco1,1.4,i,-7,-1,-0.3,0,21,11,-4
CCN1C(=O)[C@H]2[C@@H](c3ccc(C)cc3)N[C@]3(CCCN(Cc4ccc(F)cc4)C3=O)[C@H]2C1=O,-0.7,i,0,-7,0.6,-2,-3,7,7
N=C(N)n1ncc2c1CCCC2=O,-0.3,i,-4,-4,0.0,x,4,x,2
COc1ccc(-c2cc(C(=O)Nc3nc4c(C)cccc4s3)c3ccccc3n2)cc1OC,0.7,x,-3,68*,-0.2,-2,1,8,-5
CC1(C)Cc2ccccc2C(NNC(=O)c2ccccn2)=N1,1.2,i,0,-6,0.0,2,4,-6,-3
COc1cccc2sc(NNC(=O)COc3ccccc3)nc12,1.0,i,-4,6,0.0,1,6,-9,-2
O=[N+]([O-])c1ccccc1OCC(O)CNC1CCCC1 (centres undefined),1.1,i,-5,-3,-0.5,2,0,17,6

With a hit mark in Neddyl block, of those listed so far:
smiles	MsrA inh	Neddyl block	bovine MsrA act	Tb MetRS inh	Rin1-Abl PPI inh	CSN inh	MLLE-PAM2 inh	E coli Lon inh
COc1ccc(-c2nn(-c3ccccc3)cc2C2CC(c3cccs3)=NN2C(=O)CCC(=O)O)cc1 (centres undefined)	0.1	+	-1	-0.4	2	3	1	9

Next part
compound,MsrA inh,Neddyl block,bovine MsrA act,FAS-TE inh,Tb MetRS inh,Rin1-Abl PPI inh,CSN inh,MLLE-PAM2 inh,E coli Lon inh
CC(C)N(C(=O)COC(=O)c1ccccc1C(=O)N1CCN(c2ccc(F)cc2)CC1)C(C)C,-0.1,i,0,-2,-0.1,1,0,-6,-12
Cc1cc(-c2ccc(C)c(S(=O)(=O)N3CC(=O)Nc4ccccc43)c2)on1,0.0,i,-5,2,-0.6,-2,-1,2,-10
O=C(Nc1ccc2ccccc2c1)c1ccc(Br)o1,-0.2,i,-2,21,0.1,0,6,-8,-17
O=C(NCCCCc1ccccc1)c1cc([N+](=O)[O-])cc([N+](=O)[O-])c1,-0.9,i,1,52*,-0.9,1,4,1,0

Bioassay records: PubChem BioAssay, several laboratories
